# PAFAH1B2 inh: PAFAH1B2 (human) inhibition; P68402; recombinant PAFAH1B2, FP-rhodamine activity probe, fluorescence polarization; inhibition, % at 3.39 µM; 1.2% of 340,000 active;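 active = inhibition above the mean of all tested compounds plus 3 SD, cut at about 24% in these data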;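 also: 0% = enzyme with DMSO and 100% = wells lacking PAFAH1B2; many of its hits are not listed in these tables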
# pPAFAH FP inh: pPAFAH (human) enzyme inhibition; Q13093; recombinant pPAFAH, FP-rhodamine probe fluorescence polarization; inhibition, % at 3.39 µM; 1.5% of 330,000 active; AID 463082;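 active = inhibition above the mean inhibition across the screen plus 3 SD, cut at about 25% in these data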;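 also: inhibitors block binding of the rhodamine activity-based probe so polarization drops; 0% = enzyme with DMSO and 100% = wells lacking pPAFAH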
# PAFAH2 inh: PAFAH2 (human) inhibition | Q99487 | recombinant PAFAH2, FP-rhodamine activity probe, fluorescence polarization | inhibition, % at 3.39 µM | 0.99% of 340,000 active | AID 492956;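 active = inhibition above the mean over all tested compounds plus 3 SD, cut at about 30% in these data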;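 also: inhibitors block probe labeling of enzyme so polarization drops; 0% = enzyme with DMSO and 100% = wells lacking PAFAH2 protein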
# LYPLA2 counter: blocks human lysophospholipase 2, a PME1 counter-screen; inhibition, % at 5.9 µM; recombinant LYPLA2, FP-Rh probe fluorescence polarization; O95372; 0.38% of 320,000 active;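 active = inhibition above the screen-wide mean plus 3 SD, limit set per campaign, cut at about 26% in these data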;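 also: 0% = LYPLA2 with DMSO and 100% = wells lacking LYPLA2 enzyme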
# Target sequence (O95372 whole entry, looked up): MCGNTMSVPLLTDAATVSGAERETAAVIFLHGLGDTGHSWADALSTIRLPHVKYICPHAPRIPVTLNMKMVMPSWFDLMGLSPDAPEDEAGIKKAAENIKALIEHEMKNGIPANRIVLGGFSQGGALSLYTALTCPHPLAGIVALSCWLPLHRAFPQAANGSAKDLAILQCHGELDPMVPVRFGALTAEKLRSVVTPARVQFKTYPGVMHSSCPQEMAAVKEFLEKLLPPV
# PREPL inhibitor: inhibitors of human prolyl oligopeptidase-like enzyme PREPL | recombinant PREPL, fluorescence polarization activity-based probe | AID 2751 | inhibition, % at 5.96 µM | 0.68% of 320,000 active; in the data active = inhibition above about 43%;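 also: 0% = enzyme with DMSO and 100% = wells lacking enzyme; many of its hits are not listed in these tables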
# Target sequence (Q4J6C6 whole entry, looked up): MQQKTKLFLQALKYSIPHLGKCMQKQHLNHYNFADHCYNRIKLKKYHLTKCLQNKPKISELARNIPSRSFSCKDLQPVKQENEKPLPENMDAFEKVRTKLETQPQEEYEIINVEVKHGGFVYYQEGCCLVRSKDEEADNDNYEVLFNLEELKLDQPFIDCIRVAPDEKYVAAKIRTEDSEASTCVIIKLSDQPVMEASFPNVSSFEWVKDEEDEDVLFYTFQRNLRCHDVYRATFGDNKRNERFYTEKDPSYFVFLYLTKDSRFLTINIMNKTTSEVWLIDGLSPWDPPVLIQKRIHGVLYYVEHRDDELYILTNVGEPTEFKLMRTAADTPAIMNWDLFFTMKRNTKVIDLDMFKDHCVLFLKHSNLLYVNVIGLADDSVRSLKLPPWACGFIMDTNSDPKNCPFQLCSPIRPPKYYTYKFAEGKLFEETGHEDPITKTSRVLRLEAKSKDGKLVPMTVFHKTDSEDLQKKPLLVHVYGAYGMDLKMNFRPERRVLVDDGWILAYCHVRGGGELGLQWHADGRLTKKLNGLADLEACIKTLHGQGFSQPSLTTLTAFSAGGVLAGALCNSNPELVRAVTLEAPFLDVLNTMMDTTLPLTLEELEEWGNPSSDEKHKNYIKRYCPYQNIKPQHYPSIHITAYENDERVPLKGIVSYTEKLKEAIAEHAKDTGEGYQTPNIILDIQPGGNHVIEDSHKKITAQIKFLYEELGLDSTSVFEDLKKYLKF
# LYPLA1 inh: counter-screen for PME1 inhibitors: inhibitors of human LYPLA1; 0.16% of 320,000 active; inhibition, % at 5.9 µM; recombinant LYPLA1, FP-Rh probe fluorescence polarization; O75608;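 active = inhibition above the mean of all tested compounds plus 3 SD, set per campaign, cut at about 14% in these data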;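 also: inhibitors block serine hydrolase probe labeling of LYPLA1 so polarization falls; 0% = enzyme with DMSO and 100% = wells lacking LYPLA1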
# GSTO1 counter: blocks human GSTO1 in RBBP9 counter-screen; recombinant GSTO1, activity-based probe fluorescence polarization; inhibition, % at 5.96 µM; 1.1% of 300,000 active; AID 1974;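 active = inhibition above the campaign mean inhibition plus 3 SD, cut at about 35% in these data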;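 also: 0% = GSTO1-1 with DMSO and 100% = wells lacking GSTO1-1 enzyme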
# PAD4 inh: PAD4 (human) enzyme inhibition; recombinant PAD4, RCA probe fluorescence polarization; inhibition, % at 6.36 µM; 0.41% of 330,000 active; AID 485272;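 active = percent inhibition above a cutoff equal to the mean of all tested compounds plus 3 SD, cut at about 15% in these data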;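 also: 0% = PAD4 with RCA probe and DMSO and 100% = probe without PAD4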
# PAFAH1B3 inh: inhibitors of human PAFAH1B3 | recombinant PAFAH1B3, FP-rhodamine probe, fluorescence polarization | 0.28% of 340,000 active | Q15102 | inhibition, % at 3.39 µM;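 active = inhibition above the screen-wide average of all tested compounds plus 3 SD, cut at about 25% in these data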;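 also: 0% = enzyme with DMSO only and 100% = wells lacking PAFAH1B3 protein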
# * hit, by the source's call; x = no result given. These rows are one share of the data (hit frequency here may not be typical).
compound	PAFAH1B2 inh	pPAFAH FP inh	PAFAH2 inh	LYPLA2 counter	PREPL inhibitor	LYPLA1 inh	GSTO1 counter	PAD4 inh	PAFAH1B3 inh
CC1(c2ccccc2Cl)NC(=O)N(CC(=O)Nc2cccnc2Cl)C1=O (centres undefined)	3	-1	9	3	5	0	5	-2	2
CC(=O)OCC(=O)C1(O)CCC2C3CCC4=CC(=O)C=CC4(C)C3C(O)CC21C (centres undefined)	x	-2	x	4	-7	3	4	-1	x
COc1ccc(Cl)cc1C(=O)NC(C)C	2	-2	6	-3	0	-3	-1	-6	10
Cc1ccc(C(=O)NCC2CCCO2)cc1N1CCCC1=O (centres undefined)	-4	3	-3	10	-1	1	-3	-3	0
COC(=O)c1cc(S(=O)(=O)NCc2ccc(S(N)(=O)=O)cc2)oc1C	8	-3	-6	9	7	3	-13	-3	4
CCc1ccc(-c2nc(CS(=O)CC(=O)NCc3ccco3)c(C)o2)cc1 (centres undefined)	-3	12	3	2	-5	-3	5	3	5
CCOCCn1c(=NC(=O)/C=C/c2ccccc2Cl)sc2cc(NC(C)=O)ccc21	-2	3	-2	-6	4	-3	-1	0	-2
O=C(CSc1nnc(NC(=O)c2c(F)cccc2F)s1)NCc1ccco1	1	-2	8	2	-3	0	1	1	7
CN1CCN(S(=O)(=O)c2cccc(C(=O)Nc3cc(C(F)(F)F)ccc3N3CCCC3)c2)CC1	1	10	12	-3	4	-2	7	0	2
O=C(NC(C(=O)N/N=C/c1ccccc1)c1n[nH]c(=O)c2ccccc12)c1ccccc1 (centres undefined)	2	3	5	-26	-17	-1	-82	0	5
Cc1cc(C)cc(N2C(=O)C3CCCN3C2=S)c1 (centres undefined)	2	3	4	1	6	2	8	5	8
Cc1ccc(OCC(=O)Nc2cccc(S(=O)(=O)N3CCOCC3)c2)c([N+](=O)[O-])n1	-5	0	3	9	-4	3	-2	-2	4
Cc1ccc(C)c(-n2c(N)c(C(N)=O)sc2=S)c1	-1	0	3	-4	-2	6	-1	1	7
COc1ccc(Br)cc1CNC(=O)C1CCN(c2nnc(N3CCCC3=O)s2)CC1	0	3	15	3	14	2	-4	-5	3
CCOc1ccc(Oc2nc(NCC(C)C)nc(OC)n2)nn1	3	-3	-5	0	-1	1	-1	-1	6

# The list goes on, starting with the last two of the part before.
compound	PAFAH1B2 inh	pPAFAH FP inh	PAFAH2 inh	LYPLA2 counter	PREPL inhibitor	LYPLA1 inh	GSTO1 counter	PAD4 inh	PAFAH1B3 inh
COc1ccc(Br)cc1CNC(=O)C1CCN(c2nnc(N3CCCC3=O)s2)CC1	0	3	15	3	14	2	-4	-5	3
CCOc1ccc(Oc2nc(NCC(C)C)nc(OC)n2)nn1	3	-3	-5	0	-1	1	-1	-1	6
COc1ccc(CNC(=O)c2ccc(Cn3cc(Cl)cn3)o2)cc1	3	0	-1	3	5	1	-5	1	-1
O=C(NC1CCCCC1)N1CCc2[nH]c3ccccc3c2C1	3	5	-5	4	-2	-1	-5	-11	5
CC(=O)c1ccc(NC(=O)C(C)OC(=O)CCN=C2NS(=O)(=O)c3ccccc32)cc1 (centres undefined)	2	-5	3	-7	-4	-4	4	-3	8
NC(=O)C1CCCNC1 (centres undefined)	2	3	14	0	-16	-3	7	-2	13
Cc1nc2cc(C(=O)N3c4ccccc4CC3C)ccc2s1 (centres undefined)	-2	2	6	15	0	-3	0	-1	7
O=C(NCc1ccc2c(c1)OCO2)C1CCN(c2ccc(S(=O)(=O)N3CCCC3)cc2)CC1	3	4	4	5	20	2	-12	-6	8
O=C1C(C2=NC(C(=O)O)C3C(=O)N(c4ccccc4)C(=O)C23)=C(O)c2ccccc21 (centres undefined)	-1	-2	4	-2	2	1	-6	-4	4
Cc1cccc(NC(=O)c2ccco2)c1C(=O)O	x	2	x	0	0	0	-3	-2	x
COc1cccc(C(=O)COc2cccc(NC(=O)c3cccc([N+](=O)[O-])c3)c2)c1	0	1	-24	-2	-20	-13	-35	-3	13
COc1ccc(S(=O)(=O)N2CCc3ccccc32)cc1C(=O)N1CCC(C)CC1	7	2	-7	x	5	x	x	1	7
CC1CCN(c2ccc(C(=O)N3CCOCC3)cc2[N+](=O)[O-])CC1	4	8	-6	-4	19	-1	-6	0	8
O=c1c(Cl)c(N2CCN(c3ccc(F)cc3)CC2)cnn1-c1nc2ccccc2s1	5	4	12	1	-1	0	-2	1	4
C/C(CC1CC(COCCC(C)C)OC1=O)=N\NC(N)=S (centres undefined)	-2	5	-7	8	18	2	2	6	7
O=c1nc(-c2ccccc2)cn[nH]1	2	-3	1	6	-5	2	4	0	8
Cc1ccc(C(=O)NCCC2=CCCCC2)cc1S(=O)(=O)N1CCCCC1	6	-3	5	-4	11	-1	-10	-4	4
CC(=O)OCCCNc1cc(Sc2ccc(Cl)cc2)c2nonc2c1[N+](=O)[O-]	-1	2	2	-1	6	0	3	-3	5
Cc1cc(OCC(=O)NCc2ccncc2)c2c(C)cc(=O)oc2c1	5	0	-9	12	17	4	0	-1	10
O=C(Nc1ccc(F)cc1)c1nc(S(=O)(=O)Cc2ccccc2)ncc1Cl	3	3	-6	3	-14	-4	-16	-1	1
O=C(NCc1ccncc1)C1CCN(S(=O)(=O)c2ccc(F)cc2)CC1	-1	-7	3	-15	0	-5	7	2	6
CC(NC(=O)c1ccco1)C(=O)OCC(=O)c1ccc(Cl)s1 (centres undefined)	9	4	5	-3	7	-4	-5	-1	5
COc1cccc(CNC(=O)c2ccc(NC(=O)CC3SC(N4CCCCC4)=NC3=O)cc2)c1 (centres undefined)	3	3	-3	22	-4	-3	x	-5	3
COc1cc([N+](=O)[O-])ccc1NC(=O)CCN1C(=O)C2C3CCC(C3)C2C1=O (centres undefined)	4	7	-4	-1	-3	0	-6	-4	6
Cc1ccc(-c2nc3cc(N)ccc3o2)c(C)c1	2	12	5	1	14	5	20	1	8
COC(=O)COC(=O)CC(CC(N)=O)c1ccccc1 (centres undefined)	3	-5	-7	7	17	4	0	1	-1
Cc1ccc(NC(=O)COC(=O)c2ccccc2Cl)cc1S(=O)(=O)N(C)C	-1	2	58*	-1	14	-5	31	-1	1
CC(=O)c1csc(COc2ccccc2)n1	8	3	-6	-2	-8	0	-2	-2	-3
CCN(CC(=O)Nc1ccc2c(c1)OCO2)Cc1nc2ccccc2c(=O)[nH]1	-4	-1	-6	0	5	-1	2	-5	4
Cc1ccc(NC(=O)c2ccc(Nc3ccccc3F)nc2)cc1	-1	0	1	10	7	-1	2	6	-1
N#Cc1c(-c2cccs2)nc(SCC(=O)c2cccs2)[nH]c1=O	2	5	7	-12	1	-8	-40	-14	-7
COc1ccc(CCNC(=O)C23CCC(C)(C(=O)O2)C3(C)C)cc1OC (centres undefined)	1	3	8	4	1	-1	13	-3	5

# Continued, overlapping the part above by 5 compounds.
compound	PAFAH1B2 inh	pPAFAH FP inh	PAFAH2 inh	LYPLA2 counter	PREPL inhibitor	LYPLA1 inh	GSTO1 counter	PAD4 inh	PAFAH1B3 inh
CC(=O)c1csc(COc2ccccc2)n1	8	3	-6	-2	-8	0	-2	-2	-3
CCN(CC(=O)Nc1ccc2c(c1)OCO2)Cc1nc2ccccc2c(=O)[nH]1	-4	-1	-6	0	5	-1	2	-5	4
Cc1ccc(NC(=O)c2ccc(Nc3ccccc3F)nc2)cc1	-1	0	1	10	7	-1	2	6	-1
N#Cc1c(-c2cccs2)nc(SCC(=O)c2cccs2)[nH]c1=O	2	5	7	-12	1	-8	-40	-14	-7
COc1ccc(CCNC(=O)C23CCC(C)(C(=O)O2)C3(C)C)cc1OC (centres undefined)	1	3	8	4	1	-1	13	-3	5
O=C(Nc1ccccc1)Nc1cnccn1	5	0	2	8	-2	5	-4	-1	-1
Fc1cccc(Cl)c1CSc1nnc2ccccn12	1	1	11	-1	-5	1	5	4	11
Cc1ccccc1OCC(=O)OCC(=O)Nc1ncc(Cl)c(C)c1Cl	0	14	5	4	4	0	x	1	0
O=C(OCc1cc2ccccc2[nH]c1=O)c1ccccn1	5	-3	6	-1	16	3	-7	-7	16
Clc1ccccc1OCc1nn2c(-c3ccncc3)nnc2s1	6	0	-1	-6	13	-5	-9	-9	7
COc1ccccc1CC(=O)N1CCN(S(=O)(=O)c2ccccc2F)CC1	1	5	7	x	17	x	x	1	0
CCCCC1OC23CCCCC2C(C#N)(C#N)C1(C#N)C(=N)O3 (centres undefined)	30*	17	41*	17	11	15*	7	25*	36*
CCN(CC)C(=O)CSc1nc2c(sc(=S)n2-c2ccccc2)c(=O)n1-c1ccc(OC)c(OC)c1	5	4	4	2	23	0	-3	-5	10
CC(C)OCCCn1c(=N)c(S(=O)(=O)c2ccccc2)cc2c(=O)n3ccccc3nc21	-6	4	0	7	0	0	4	1	10
CN1CCN(c2ccccc2NC(=O)c2ccc(N3CCOCC3)c([N+](=O)[O-])c2)CC1	3	3	6	-7	13	-2	1	-6	-6
COc1c(OC(C)=O)ccc(/C=C/c2ccc3cccc(OC)c3n2)c1[N+](=O)[O-]	4	15	11	-8	14	-8	16	9	8
COc1ccccc1NS(=O)(=O)c1ccc(C)c(C(=O)NCC(c2ccco2)N2CCCCC2)c1 (centres undefined)	1	5	-3	-5	-3	-5	4	-1	5
O=C(NCc1ccc(Cl)cc1)c1ccncc1	6	6	3	4	1	3	6	-2	6
CC1(c2ccccc2)NC(=O)N(CC(=O)NNC(=O)c2cccc(Cl)c2)C1=O (centres undefined)	2	2	2	2	9	0	x	-7	2
O=c1cc(CN2CCOCC2)c2c(ccc3ccccc32)o1	0	7	5	11	16	1	3	-2	-2
O=C(Nc1ncc(Cc2ccccc2)s1)C1=NCCN1	3	9	-5	-4	-6	-2	10	0	7
COc1ccc(S(=O)(=O)Nc2ccc(S(=O)(=O)N3CCCC3)cc2)cc1	5	2	3	7	6	-2	13	-1	-4

# Bioassay records deposited in PubChem BioAssay by The Scripps Research Institute Molecular Screening Center.
